Bioassay records (PubChem BioAssay)
CHRM4 antagonist: CHRM4 antagonism in calcium assay | CHO-hM4 cells, ACh EC80, Fluo-8 calcium fluorescence | inhibition, % at 3 µM | actives 0.73% (n = 360,000) | AID 624125;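 active = inhibition above its plate's cutoff, the mean inhibition of sample wells plus 3 SD, cut at about 27% in these data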;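 note: 0% = acetylcholine EC80 with DMSO and 100% = DMSO without agonist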
Target sequence (P08173 whole entry, looked up): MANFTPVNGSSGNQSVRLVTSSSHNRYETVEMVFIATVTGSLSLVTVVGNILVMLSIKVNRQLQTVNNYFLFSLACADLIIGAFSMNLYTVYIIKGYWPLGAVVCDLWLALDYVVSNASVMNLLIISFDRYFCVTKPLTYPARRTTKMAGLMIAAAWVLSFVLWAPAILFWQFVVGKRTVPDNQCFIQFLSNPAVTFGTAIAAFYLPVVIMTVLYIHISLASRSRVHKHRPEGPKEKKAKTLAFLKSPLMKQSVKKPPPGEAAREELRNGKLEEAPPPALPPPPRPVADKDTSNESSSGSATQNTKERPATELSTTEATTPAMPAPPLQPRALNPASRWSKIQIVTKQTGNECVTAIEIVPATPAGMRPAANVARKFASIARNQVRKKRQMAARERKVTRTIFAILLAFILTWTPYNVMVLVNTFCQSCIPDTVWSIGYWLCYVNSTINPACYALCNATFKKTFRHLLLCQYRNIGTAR
CHRM1 PAM: potentiates human M1 receptor response to acetylcholine. P11229. CHO-K1 hM1, Fluo-8 calcium fluorescence, ACh EC20; 0% = ACh EC20, 100% = maximal ACh. activation, % at 3 µM. actives 0.088% (n = 360,000); in the data active = activation above about 19%, passing the limit was not always enough
Target sequence (P11229 whole entry, looked up): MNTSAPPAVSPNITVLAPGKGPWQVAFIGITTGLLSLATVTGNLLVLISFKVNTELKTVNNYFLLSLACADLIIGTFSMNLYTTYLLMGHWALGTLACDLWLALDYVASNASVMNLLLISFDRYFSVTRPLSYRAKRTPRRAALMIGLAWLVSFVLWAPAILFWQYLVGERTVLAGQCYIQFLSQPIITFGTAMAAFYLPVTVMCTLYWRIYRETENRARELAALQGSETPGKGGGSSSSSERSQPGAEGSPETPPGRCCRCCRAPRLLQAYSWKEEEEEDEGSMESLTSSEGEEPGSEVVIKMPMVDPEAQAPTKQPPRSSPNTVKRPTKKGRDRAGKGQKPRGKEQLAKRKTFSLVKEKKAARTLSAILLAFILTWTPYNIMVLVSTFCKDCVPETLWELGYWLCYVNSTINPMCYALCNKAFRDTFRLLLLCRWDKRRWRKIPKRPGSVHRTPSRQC
M5 PAM: CHRM5 positive allosteric modulation | activation, % at 3 µM | CHO-K1 hM5, Fluo-8 calcium, ACh EC20 PAM; 0% = ACh EC20, 100% = ACh EC100 | P08912 | AID 624038 | actives 0.3% (n = 360,000);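 active = activation above the run cutoff, the mean activation of all test compounds plus 3 SD, cut at about 18% in these data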
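Probe or stimulus: acetylcholine, EC20 level; Assay system: human M5 receptor in CHO-K1 cells; Schedule: compound preincubation 140 s before EC20 acetylcholine addition; Technique: intracellular calcium via Fluo-8 fluorescence; Dosing: single-point, 3 µM nominal; Read-out basis: percent activation from peak-over-basal fluorescence ratio, scaled EC20-to-EC100 acetylcholine; Repeats: one well per compound, no replicates.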
M5 antag: antagonists of human muscarinic M5 receptor (CHRM5); P08912; CHO-hM5 cells, Fluo-8 calcium fluorescence, ACh EC80; inhibition, % at 3 µM; actives 0.59% (n = 360,000);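 active = inhibition above a per-plate cutoff, the mean of that plate's test compounds plus 3 SD, cut at about 27% in these data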;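 note: 0% = acetylcholine EC80 with DMSO and 100% = DMSO without agonist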
CRFR2-BP ag: agonists of human CRF-binding protein/CRF-R2 receptor complex. HEK293 CRF-R2/CRF-BP, calcium dye fluorescence (FLIPR); percent of saturating CRF peptide response. activation, % at 13.2 µM. actives 0.46% (n = 350,000). AID 588473;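 active = activation of at least 50%, plus an integration ratio under a set limit after plate pattern correction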;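 note: plate controls were neutral control wells without compound for no effect and CRF at EC100 for full effect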
CHRM4 PAM: CHRM4 positive allosteric modulation | P08173 | actives 0.4% (n = 360,000) | CHO-K1 hM4/Gqi5, Fluo-8 calcium fluorescence, ACh EC20; 0% = ACh EC20, 100% = maximal ACh | activation, % at 3 µM;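 active = activation above its plate's cutoff, the mean activation of sample wells plus 3 SD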; note: some results filed as inactive read as strong as hits
CHRM1 antagonist: human CHRM1 antagonism | inhibition, % at 3 µM | actives 1.3% (n = 360,000) | AID 588852 | P11229 | CHO-K1 hM1, Fluo-8 calcium fluorescence, ACh EC80 antagonist;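 active = percent inhibition above its own plate's cutoff, namely the mean of that plate's compound wells plus 3 SD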;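 note: peak over basal fluorescence ratio during 140 s after agonist addition; 0% = ACh EC80 plus DMSO and 100% = DMSO alone without agonist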
M5 ag: CHRM5 agonism in calcium assay; P08912; CHO-K1 hM5 cells, Fluo-8 calcium fluorescence; 0% DMSO wells, 100% maximal acetylcholine response; activation, % at 3 µM; actives 0.19% (n = 360,000); AID 624037;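 active = activation above the run's mean over test compounds plus 3 SD, cut at about 23% in these data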;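 note: signal is peak over basal fluorescence ratio across the kinetic read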
CHRM4 agonist: agonists of human muscarinic M4 receptor (CHRM4). P08173. CHO-K1 hM4/Gqi5, Fluo-8 calcium fluorescence; vehicle 0%, full acetylcholine response 100%. AID 624127. activation, % at 3 µM. actives 0.14% (n = 360,000);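 active = activation above the run mean over all test wells plus 3 SD, cut at about 32% in these data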;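 note: peak over basal fluorescence ratio per well then scaled between controls; 0% = DMSO wells and 100% = acetylcholine at EC100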
An asterisk follows results filed as active; / = no result given. This is a random part of the collection (roughly 2.8% active in at least one column).

SMILES	CHRM4 antagonist	CHRM1 PAM	M5 PAM	M5 antag	CRFR2-BP ag	CHRM4 PAM	CHRM1 antagonist	M5 ag	CHRM4 agonist
CCOC(=O)c1c(NC(=O)COC(=O)c2nc(Cl)ccc2Cl)sc(C(=O)NC)c1C	-11.7	-6.2	-5.4	6.1	-1.1	-9.1	1.9	-2.3	5.0
CCOC(=O)c1c(C)c(C(=O)NCc2ccc(OC)cc2)c(C)n1C	-3.9	12.3	1.9	5.1	-0.7	-2.4	-9.3	-0.8	1.5
COc1ccc(OC)c(/C=N/NC(=O)Cn2ccnc2C)c1	-7.1	17.4	-0.6	11.7	-1.1	2.8	-18.0	-2.8	0.0
COc1ccc(/C=C/c2c([N+](=O)[O-])c(=O)n(C)c(=O)n2C)cc1OC	-5.5	5.0	-0.1	-1.5	-1.4	5.9	-25.3	0.9	-0.7
O=c1[nH]c(=O)n(C(c2ccccc2)c2ccccc2)cc1Br	-13.8	-6.8	11.1	0.4	-5.9	-2.0	11.5	-17.7	0.2
COc1ccc(CN2CCNC(=O)C2CC(=O)NC2CCCCCCC2)cc1C (centres undefined)	-5.9	7.7	-3.4	2.2	1.0	3.1	-8.5	-2.7	0.7
CCOc1ncccc1C(=O)OCC(=O)Nc1nnc(-c2ccccc2)o1	-8.7	0.8	1.1	-0.4	3.1	-1.5	-12.4	2.2	0.8
O=C(c1cccs1)N1CCc2c([nH]c3ccccc23)C1c1ccc(Cl)cc1 (centres undefined)	2.4	-1.4	0.6	1.9	-0.1	4.6	-3.3	-7.1	0.3
CNc1nc(OC)nc(N(C#N)CN2C(=O)c3ccccc3S2(=O)=O)n1	6.4	-7.8	-5.4	-0.9	-4.2	10.5	8.2	-1.9	4.2
CCOc1ccc(N2C(=O)CN(c3cccc4ccccc34)C2=S)cc1	-0.8	8.9	-2.2	3.7	1.7	1.0	-9.6	-8.3	1.9
CC[C@H](C)[C@H](NS(=O)(=O)c1ccc(C)cc1)C(=O)N1CCC(C(=O)N[C@H](C(=O)O)C(C)C)CC1	7.8	9.0	19.7*	-25.1	-2.9	28.9	-3.8	4.0	1.8
S=c1[nH]nc(CCc2ccccc2)n1-c1ccccc1	-3.0	9.6	1.8	2.5	-0.4	15.9	-9.7	-4.5	0.5

Continued (two carried over from the part before).
SMILES	CHRM4 antagonist	CHRM1 PAM	M5 PAM	M5 antag	CRFR2-BP ag	CHRM4 PAM	CHRM1 antagonist	M5 ag	CHRM4 agonist
CC[C@H](C)[C@H](NS(=O)(=O)c1ccc(C)cc1)C(=O)N1CCC(C(=O)N[C@H](C(=O)O)C(C)C)CC1	7.8	9.0	19.7*	-25.1	-2.9	28.9	-3.8	4.0	1.8
S=c1[nH]nc(CCc2ccccc2)n1-c1ccccc1	-3.0	9.6	1.8	2.5	-0.4	15.9	-9.7	-4.5	0.5
O=C1Nc2ccccc2-n2nnnc2C1N1CCN(C(=O)C2CCCO2)CC1 (centres undefined)	-8.7	/	-2.2	4.2	/	8.9	/	-1.5	2.4
CC(=O)N1CCC(N(CCN2CCOCC2)C(=O)Nc2ccc(Cl)c(Cl)c2)CC1	-9.2	12.7	2.4	-2.5	-1.4	10.8	-13.6	0.8	0.4
CSCCC(NC(=O)c1ccco1)C(=O)Nc1ccc(C)cn1 (centres undefined)	8.0	-2.4	3.7	-4.2	23.2	1.0	15.1	3.0	1.4
CCCCC(=NCCc1c(C)[nH]c2ccccc12)C1=C(O)CC(c2ccccc2)CC1=O (centres undefined)	-5.0	6.9	3.4	6.2	-0.6	-1.8	-4.4	1.1	1.8
O=C(CCC1CCCC1)Nc1cccn(Cc2ccccc2Br)c1=O	-5.5	-12.5	-0.8	1.0	5.8	-3.0	10.7	-10.2	-1.2
CC1(C(=O)NS(=O)(=O)c2ccc3c(c2)CCO3)CCN1C(=O)Cc1ccc(-c2ccccc2)cc1 (centres undefined)	-2.3	6.9	-0.2	-4.8	/	1.4	-11.0	0.1	0.8
CC(=O)Nc1ccc(S(=O)(=O)N2CCN(Cc3cccc([N+](=O)[O-])c3)CC2)cc1	-8.7	-9.7	-3.9	-4.3	-0.4	-5.2	6.7	5.6	3.3
CCOC(=O)C1=C(c2ccccc2)N=C2SCC(=O)N2C1c1ccc(OCC)c(OCC)c1 (centres undefined)	-4.0	0.3	-2.7	1.8	0.8	-1.2	-25.4	-4.0	0.9
CC(C)CCn1c(N2CCCC2)nc2c1c(=O)[nH]c(=O)n2C	-6.9	7.1	4.2	-6.8	-2.1	1.9	-10.3	1.9	1.9
COc1ccccc1CN(C)C(=O)CN1C(=O)c2ccccc2C1=O	6.3	1.9	0.8	8.0	1.1	3.8	2.5	1.1	2.7
COc1ccc2c(c1)C1CC(C)(NC(=O)C1C(=O)c1ccccc1)O2 (centres undefined)	-12.1	4.8	-1.5	-5.8	1.2	-2.9	-0.1	-1.7	2.9
COc1ccc(CNC(=O)C2CCN(C(=O)[C@@H](CC(C)C)NC(=O)OC(C)(C)C)CC2)cc1	4.5	2.9	-0.4	-2.5	/	-3.8	5.2	-1.2	-0.8

Compound profiles (already shown). Screens in order: CHRM4 antagonist | CHRM1 PAM | M5 PAM | M5 antag | CRFR2-BP ag | CHRM4 PAM | CHRM1 antagonist | M5 ag | CHRM4 agonist
Entry for CCOC(=O)C1=C(c2ccccc2)N=C2SCC(=O)N2C1c1ccc(OCC)c(OCC)c1 (centres undefined) → -4.0 | 0.3 | -2.7 | 1.8 | 0.8 | -1.2 | -25.4 | -4.0 | 0.9
Entry for O=C1Nc2ccccc2-n2nnnc2C1N1CCN(C(=O)C2CCCO2)CC1 (centres undefined) → -8.7 | / | -2.2 | 4.2 | / | 8.9 | / | -1.5 | 2.4
Entry for CSCCC(NC(=O)c1ccco1)C(=O)Nc1ccc(C)cn1 (centres undefined) → 8.0 | -2.4 | 3.7 | -4.2 | 23.2 | 1.0 | 15.1 | 3.0 | 1.4

Following part:
SMILES	CHRM4 antagonist	CHRM1 PAM	M5 PAM	M5 antag	CRFR2-BP ag	CHRM4 PAM	CHRM1 antagonist	M5 ag	CHRM4 agonist
Cc1ccc(-c2nc3ccc(Br)cn3c2Cc2ccccc2C(F)(F)F)cc1	0.1	-3.8	-7.8	1.3	/	2.1	-2.7	-0.1	-0.9
CCOc1ccccc1NC(=O)C1CCCN(S(=O)(=O)c2ccc3c(c2)C(C)(C)C(=O)N3C)C1 (centres undefined)	-9.9	3.0	-6.6	2.0	-0.1	-3.4	-5.5	0.9	5.7
CN(C)CCCNc1ccc(-c2cc(Nc3cccc(Cl)c3)ncn2)cn1	-1.4	4.1	12.9	2.1	0.1	4.3	1.8	-7.4	1.5
COC(=O)/C=C/c1ccc(OC(=O)OC)c(OC(=O)OC)c1	17.4	-3.3	-1.5	9.7	-2.1	-5.3	6.8	0.9	-0.6
CCCCN(C)C(=O)c1coc(=O)c2ccccc12	-1.1	8.1	-1.1	-0.2	1.3	0.8	-21.7	-1.7	0.2
CN(C)c1nc(Cl)nc2c1nc(Cl)n2C1CCCCO1 (centres undefined)	-4.8	6.6	2.0	12.3	-1.6	3.9	-9.4	-0.4	-0.2
CCN(CC)S(=O)(=O)c1ccc(C(=O)NCc2n[nH]c(=S)n2Cc2ccccc2)cc1	-11.9	7.8	-1.6	-1.0	8.2	15.2	-16.0	0.8	2.7
Cc1ccc(S(=O)(=O)N2CCOCC2)cc1NC(=O)CNc1ccccc1N1CCCC1=O	-13.7	-1.0	-0.2	-3.7	-0.8	3.9	0.0	-2.9	-1.2
O=C(Nc1nnc([C@H]2C[C@H](O)[C@@H](CO)O2)s1)Nc1ccccc1Oc1ccccc1	2.5	2.7	0.1	-3.7	/	1.5	-7.4	-1.2	0.4
Cc1ccc(NC(=O)COC(=O)c2ccc(OCc3c(C)noc3C)cc2)cc1S(=O)(=O)N1CCOCC1	11.8	0.3	-6.0	5.2	-2.7	-4.4	-3.7	-0.9	0.6
COC(=O)[C@]1(Cc2ccccc2)N[C@H](CN(C)C(C)=O)[C@@H]2C(=O)N(Cc3ccccc3)C(=O)[C@@H]21	-8.7	4.9	-4.1	6.7	1.1	6.9	-5.4	0.3	0.1
O=C(CSc1nnc(C2CCCCC2)o1)N1CCCCC1	-14.4	2.9	-1.0	-5.8	0.3	-25.3	6.5	-2.5	1.1
CNC(=O)NC(=O)C(C)OC(=O)c1c(C)noc1C (centres undefined)	-5.3	8.8	0.6	0.1	1.3	13.2	-3.3	-0.9	1.4
COc1cccc(-c2cc3nc(NCCCN(C)C)n(C)c(=O)c3s2)c1	-11.5	-1.1	-0.3	-0.4	/	1.2	-0.5	-0.5	0.4
CC(C)C[C@H]1CN(CCCC[C@H]2CNC(=O)C(=O)N2CCc2ccccc2)C(=O)C(=O)N1CCc1ccc(O)cc1	6.0	/	1.3	0.5	/	-1.4	/	-4.7	0.1
O=C(NCc1ccc2c(c1)OCO2)Nc1ccc([N+](=O)[O-])cc1	9.4	-14.8	-17.6	37.7*	0.9	-11.6	20.4	3.0	12.5
Cc1cccc(CCNS(=O)(=O)c2ccc3c(c2)CCN3C(=O)CCC(=O)O)c1	-4.9	21.6	8.8	-7.8	1.0	15.2	-25.8	-2.6	0.4
COc1cc(Cc2nc3ccc(S(=O)(=O)N4CCOCC4)cc3[nH]2)cc(OC)c1OC	-10.8	0.4	-3.9	-0.9	3.0	0.2	-7.8	-2.7	0.2
COC(=O)c1ccc2c(=O)n(NC(=O)C(c3ccccc3)c3ccccc3)c(=S)[nH]c2c1	-6.2	12.1	0.8	-3.5	-2.7	13.8	-17.7	3.4	2.4
N#CCC(=O)Nc1ccc(C(=O)OCC(=O)NC2CCCCCC2)cc1	-22.5	1.8	0.9	-11.1	1.3	6.5	-2.5	7.5	3.6
O=C(O)CSc1c(O)c2ccccc2[nH]c1=O	10.9	4.6	-1.0	4.0	-2.1	-5.1	-5.3	-0.3	0.9
Cc1ccc(-c2noc(COC(=O)c3ccco3)n2)cc1	-9.0	-3.1	15.1	-10.9	-2.1	8.1	6.0	-0.6	-0.3
CC(=O)c1ccc(-c2cnc3c(NC=O)cc(-c4ccc(S(C)(=O)=O)cc4)cn23)cc1	-6.0	-5.0	0.8	-3.0	/	-0.1	-2.8	0.7	0.1
O=C(OCc1c(-c2ccccc2)ncc2ccccc12)c1ccco1	2.0	3.6	8.4	10.1	-4.2	-3.4	-3.1	-0.8	0.0
COc1cc(C(=S)N2CCOCC2)cc(OC)c1OC(=O)Cc1ccc(F)cc1	-2.5	-2.5	-2.1	1.0	-3.4	7.3	1.2	-1.1	-0.7
CC(C)(CNS(=O)(=O)c1ccc2c(c1)OCCO2)N1CCOCC1	-3.8	5.5	-0.6	-2.0	0.4	0.9	-6.9	-0.2	1.8
COC(=O)c1sccc1NC(=O)Nc1cccc(C)c1	-6.5	7.7	1.0	-8.9	-1.0	-4.6	-11.4	-6.3	0.1
CCc1cc2c(N3CCN(C(=O)c4ccco4)CC3)ncnc2s1	-6.1	0.5	-6.6	5.8	-0.5	1.5	-3.3	4.8	9.2
CCC1Nc2ncnc(N3CCOCC3)c2N(Cc2ccc(C)cc2)C1=O (centres undefined)	-0.6	17.2	8.3	-0.6	-3.0	16.1	-18.8	-2.9	2.1
O=NN(CCCl)C(=O)NCC1=C[N+](=O)CC=C1	2.7	/	-1.0	-4.2	/	1.4	/	1.6	1.2
